High-throughput results (PubChem BioAssay)
DT40 TDP1 no CPT: qHTS for Inhibitors of human tyrosyl-DNA phosphodiesterase 1 (TDP1): qHTS in cells in absence of CPT. DT40 Tdp1-/- hTDP1 cells, no CPT, ATP luminescence, 48 h. Potency, µM (top dose mostly 46.2 µM), for inactives: top-dose activity change, negative = growth inhibition, usual class: inhibitors. hit rate 15% among 420,000; also: nearly all actives have a fitted effect of over 55% in size
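Readout: luminescence from CellTiter-Glo after 30 min in the dark at RT. Cells: DT40 Tdp1-/- with stable hTDP1, 400/well. Exposure: compounds alone, ≥48 hr, 37 °C.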
TDP1 cell CPT: growth inhibition of DT40 Tdp1-/-;hTDP1 cells with camptothecin (screen for TDP1 inhibitors); Potency, µM (top dose mostly 46.2 µM), for inactives: at the top dose activity change, negative = growth inhibition, usual class: inhibitors; hit rate 12% among 420,000; chicken DT40 Tdp1-/-;hTDP1 cells + 20 nM CPT, ATP luminescence, 48 h; also: nearly all actives have a fitted effect of over 55% in size
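Cell growth measured by CellTiter-Glo luminescence after a minimum 48 h, 37 C compound exposure with 20 nM CPT in Tdp1-knockout DT40 cells stably expressing hTDP1, seeded 400/well; qHTS titration format.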
KAT2A inh: inhibitors of human GCN5L2 histone acetyltransferase; Q92830; AID 504327; GCN5L2 HAT assay, ThioGlo1 CoA-SH fluorescence; hit rate 0.21% among 390,000; Potency, µM (series often up to 58.9 µM), for the others: top-dose activity change, negative = inhibition, usual class: inhibitors
Target sequence (Q92830 whole entry, looked up): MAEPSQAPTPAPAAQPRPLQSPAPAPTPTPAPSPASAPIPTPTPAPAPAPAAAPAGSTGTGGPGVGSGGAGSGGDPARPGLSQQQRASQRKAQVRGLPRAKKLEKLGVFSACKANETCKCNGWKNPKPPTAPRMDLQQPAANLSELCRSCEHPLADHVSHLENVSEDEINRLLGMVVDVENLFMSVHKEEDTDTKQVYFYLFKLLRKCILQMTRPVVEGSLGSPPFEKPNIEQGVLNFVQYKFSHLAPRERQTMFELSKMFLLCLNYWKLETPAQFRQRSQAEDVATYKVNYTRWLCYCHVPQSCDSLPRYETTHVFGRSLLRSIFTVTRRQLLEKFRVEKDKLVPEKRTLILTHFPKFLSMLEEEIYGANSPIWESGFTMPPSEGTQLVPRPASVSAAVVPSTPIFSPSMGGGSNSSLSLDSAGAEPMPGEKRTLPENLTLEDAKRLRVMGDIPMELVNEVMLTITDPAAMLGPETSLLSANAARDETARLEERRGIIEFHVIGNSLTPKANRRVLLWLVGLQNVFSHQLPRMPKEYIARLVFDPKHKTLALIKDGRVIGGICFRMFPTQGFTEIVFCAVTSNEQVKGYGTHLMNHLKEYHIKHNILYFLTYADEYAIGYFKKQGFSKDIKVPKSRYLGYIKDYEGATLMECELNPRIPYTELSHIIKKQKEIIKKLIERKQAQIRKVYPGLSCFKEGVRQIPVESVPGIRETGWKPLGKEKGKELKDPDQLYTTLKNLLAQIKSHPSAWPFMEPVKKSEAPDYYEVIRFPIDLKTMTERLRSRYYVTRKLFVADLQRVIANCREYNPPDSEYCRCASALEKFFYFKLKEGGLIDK
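Preincubate 20nM GCN5L2 with compound 15 min, RT → add 50uM ThioGlo1 + 75uM H3(1-25) + 70uM acetyl-CoA → read fluorescence 0 and 20 min. Primary qHTS; fluorescent artifacts likely.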
An asterisk follows results filed as active; u = inconclusive; x = not tested or not shown; [ ] = remark or other dose. Calls follow the shape of the dose curve; as a rule, active = well fitted curve in the direction sought with a large enough effect; inconclusive = small, poorly fitted or top-dose-only effect, or another doubt; inactive = no such curve, though single readings can be large; an effect the other way counts as inactive or inconclusive. % is scaled to controls: 0 for no effect and ±100 for the full control effect; potency is read from the fitted curve at half-maximal effect. Compounds were not picked by outcome; any-hit rate near 18%.

SMILES	DT40 TDP1 no CPT	TDP1 cell CPT	KAT2A inh
CSc1nc(N)nc(SCC(=O)CC(=O)OC(C)C)c1C#N	-7%	-5%	0%
CCN1CN(CCc2ccccc2)CNC1=S	-1%	-4%	14%
CC(=O)Nc1ccc(NC(=O)c2cc(S(=O)(=O)N3CCCCC3)ccc2C)cc1	-8%	-19%	-2%
CC(=O)c1cccc(OCC(O)CNCCc2ccc(Cl)cc2)c1 (stereo not given)	-15%	u	4%
NC(=O)C1CCN(C2=C(NS(=O)(=O)c3ccc(Cl)cc3)C(=O)c3ccccc3C2=O)CC1	u	16µM*	-3%
CCCCO	-1%	-18%	-17%
CC(=O)N1c2ccccc2C2(O)N=C(C)SC12 (stereo not given)	u	16µM*	7.9µM*
O=C(c1ccccc1Br)N(Cc1ccco1)C1CCS(=O)(=O)C1 (stereo not given)	-11%	-20%	1%
COCCNC(=O)Cn1cc(C(=O)c2cccs2)c2ccccc21	7%	4%	x
O=C(NCCc1ccccc1)C1CCCN(c2nc3ccccc3s2)C1 (stereo not given)	u	-16%	-3%
Cc1ccc(S(=O)(=O)N[C@@H](CC(C)C)C(=O)NCc2ccco2)cc1	5%	1%	-2%
C=C1C[C@]23CC[C@H]4C(CO)(CO)C[C@@H](O)C[C@@]4(C)[C@@H]2CC[C@H]1C3	-29%[9.04 µM]	u	x
Cc1sc(-n2cccc2)c(C(C)NC(=O)Nc2cccc(C(F)(F)F)c2)c1C (stereo not given)	21µM*	u	-2%
CCn1c(SCc2nc3ccccc3[nH]2)nnc1-c1ccc(OC)cc1	-30%	-6%	-11%
CCC/C(=N\NC(=O)Cc1csc(N2CCOCC2)n1)c1ccccc1	16%	-1%	-2%
COc1ccc(NC(=O)CCCn2nc(C)c3c(C)n(-c4ccccc4)nc3c2=O)cc1OC	27%	-1%	2%
O=S(=O)(NC1CCN(Cc2ccccc2)CC1)c1ccc2ccccc2c1	u	-24%	-6%
Cc1csc2nc(COc3ccc(NC(=O)COc4ccccc4)cc3)cc(=O)n12	-6%	-21%	-3%
Cc1ccc(S(=O)(=O)/N=C2\C=C(Nc3cccc(C(=O)O)c3)C(=O)c3ccccc32)cc1	u	u	-20%
O=C(Nc1nncs1)c1ccc(F)c(S(=O)(=O)N2CCCCC2)c1	3%	-11%	-22%
O=c1c(Cl)c(NCc2ccccc2Cl)cnn1C12CC3CC(CC(C3)C1)C2	u	u	-3%
N#Cc1nc(COc2ccc(-c3ccccc3)cc2)oc1N1CCC(C(N)=O)CC1	18µM*	13µM*	x
CCN(CC(=O)NCc1ccc(Cl)cc1)C(=O)c1ccc2cc(OC)ccc2c1	13µM*	u	-2%
CCN(CC)S(=O)(=O)c1cccc(NC(=O)COC(=O)CCC(=O)c2ccc(F)cc2)c1	-15%	-13%	-7%
Fc1ccc(NC(=S)NC2CCCCC2)c(F)c1F	21µM*	21µM*	8%
Continuation.
SMILES	DT40 TDP1 no CPT	TDP1 cell CPT	KAT2A inh
CSc1ccc(C(=O)C2CCCN(Cc3cccc4nccnc34)C2)cc1 (stereo not given)	u	15µM*	1%
COc1ccccc1NC(=O)C(=O)c1cc(C)n(-c2ccccc2F)c1C	u	u	-5%
C=CCn1c(SCC(=O)NC2CC2)nc2ccccc2c1=O	15%	3%	0%
CC(C)CN(CC(C)C)C(=O)CCCC(=O)N(CC(C)C)CC(C)C	16µM*	u	1%
Cc1ccc(C(=O)c2cn(Cc3ccccc3F)c3cc4c(cc3c2=O)OCO4)cc1	21µM*	u	-1%
CCCCN(C=O)c1c(CC)nc2ccc(C(=O)N3CCN(S(=O)(=O)CC)CC3)cn12	-3%	4%	x
COc1ccc2ccn(C)c2c1	4%	3%	-6%
O=C(c1cnccn1)N1CCC2(CCN(Cc3cc(C(F)(F)F)cc(C(F)(F)F)c3)CC2)CC1	u	u	4%
COc1cccc(CNc2nc(NCc3ccccc3OC)nc3ccsc23)c1	9.2µM*	9.2µM*	x
COc1cccc(-c2sc3cc(OC)c(OC)cc3c2-c2ccc(OCCN3CCCCC3)cc2)c1	13µM*	18µM*	-7%
CCOc1ccc(NC(=O)CN2CCN(CC(=O)Nc3ccc(F)cc3F)CC2)cc1	u	-22%	-3%
O=C(Nc1ccccc1C(=O)O)c1cccc(S(=O)(=O)N2CCCC2)c1	-18%	-16%	0%
CCOC(=O)N1CCN(C(=O)COC(=O)c2ccc([N+](=O)[O-])cc2Cl)CC1	-6%	-2%	-13%
CCn1c(SCc2ccccc2)nc2cc(S(N)(=O)=O)ccc21	u	-24%	-5%
COc1ccccc1NC(=O)COc1ccc(Br)cc1CNCCCN1CCOCC1	u	u	-12%
CCOC(=O)c1sc(=NC(=O)c2ccc(F)cc2)n(C)c1C	1%	0%	-6%
Cc1cc([N+](=O)[O-])c2[nH]c(C(=O)N/N=C/c3ccccc3C(=O)O)c(-c3ccccc3)c2c1	u	1%	-9%
Cc1cc(C)n(-c2nc3cc(Cl)ccc3nc2N2CCN(c3cccc(C)c3C)CC2)n1	-15%	-18%	-10%
N#Cc1nc(-c2ccccc2)oc1NCc1ccco1	u	u	-13%
COc1ccc(-n2c(C)cc(C(=O)COC(=O)Cn3cnc4ccccc43)c2C)cc1	18µM*	16µM*	-4%
CC(C)(C)c1ccccc1NC(=O)CSc1nc(-c2cccs2)cc(C(F)(F)F)n1	u	21µM*	-13%
COc1ccccc1NC(=O)CSc1nc2nccnc2c(=O)n1CCc1c[nH]c2ccccc12	15µM*	18µM*	1%
Cc1ccc(CNc2nc(C)c(C(=O)N(C)C)s2)cc1	-29%	1%	-1%
CN1CC(c2ccccn2)C2(SC(=S)N(Cc3ccccc3)C2=O)C12C(=O)Nc1ccccc12 (stereo not given)	-29%	u	-3%
Cc1cc(C)c(C)c(S(=O)(=O)Nc2cccc(-n3cnnn3)c2)c1C	u	u	-9%
Additional results follow:
SMILES	DT40 TDP1 no CPT	TDP1 cell CPT	KAT2A inh
Cc1nn(C(C)C(=O)NC(C)CCc2ccccc2)c(=O)c2cc3occc3n12 (stereo not given)	-9%	-25%	-1%
CCc1ccc2occ(CC(=O)NCc3ccccc3)c2c1	u	u	-3%
CCOc1ccc(C(=O)N2CCCC2)cc1	-5%	4%	3%
CC(C)(C)NC(=O)N1CCN(c2nc(-c3ccccc3)ns2)CC1	u	u	-2%
CCc1nc(SCC(=O)Nc2nc3c(s2)CCCC3)c2ccccc2n1	13µM*	18µM*	-3%
NC(=O)[C@@H]1CCCN1C(=O)CCN1Cc2ccccc2OC(c2ccccc2F)C1 (stereo not given in full)	-8%	14%[9.04 µM]	x
CCOC(=O)Cn1c(-c2ccc(OC)cc2)c(-c2ccc(OC)cc2)nnc1=O	5%	4%	-6%
COc1cccc(-n2c(-c3ccc(C)cc3)cc3c2CC(C)(C)CC3=O)c1	u	u	-12%
O=C(NCCc1ccc2c(c1)OCCO2)c1ccccc1F	u	-28%	-1%
CC(C)(C)C1=Nn2c(nnc2-c2n[nH]c3c2CCC3)SC1	-9%	-7%	-5%
O=C1OCc2cc(NC(=O)C3CCCO3)ccc21 (stereo not given)	12%	-8%	-3%
Clc1ccc(Nc2nc(C3CC3)cs2)cc1	u	-24%	-19%
CC(C)OP(=O)(OC(C)C)C(O)c1ccc2c(c1)OCO2 (stereo not given)	1%	2%	-1%
O=C(Nc1ccccc1)N(O)c1ccc(Cl)cc1	29µM*	18µM*	-3%
COc1ccc(NC(=O)c2nc(C)c(C3(C)CC(c4ccccc4)=NO3)s2)cc1 (stereo not given)	5.8µM*	1µM*	-2%
O=C(NCc1ccccc1)C(CCc1ccccc1)n1c(=O)c(-c2cc3ccccc3[nH]2)nc2ccccc21 (stereo not given)	9.2µM*	13µM*	x
CSc1ccccc1NC(=O)Nc1ccccc1Cl	-22%	u	-8%
COC(=O)c1ccc(C(=S)NCC2(N(C)C)CCCCC2)cc1	-23%	-23%	-5%
COc1cccc(NC(=O)c2cnn(-c3ccccc3)c2C)c1	-13%	-22%	-11%
CCOc1ccccc1N(C(=O)c1snc(C(N)=O)c1N)C(C(=O)NCC1CCCO1)c1ccc2ncccc2c1 (stereo not given)	-2%	-1%	-10%
CN(CC(=O)Nc1ccc(Cl)cc1)C(=O)CCC1CCCC1	-1%	-25%	1%
O=[N+]([O-])c1ccc(O)c(CSc2nnnn2-c2ccccc2)c1	-5%	-20%	-2%
CC1CC(=O)N(CC(=O)Nc2ccc3c(c2)OCO3)c2ccccc2S1 (stereo not given)	-25%	-16%	-5%
CN(C)c1ccc(-c2ccnc3c2CC(C)(C(=O)Nc2cccc(Oc4ccccc4)c2)O3)cc1 (stereo not given)	-10%	-21%	x
CC(C)(C)OC(=O)N1Cc2ccccc2C[C@H]1C(=O)NCC(=O)NCC1CCCO1 (stereo not given in full)	27%	-17%	-3%
The listing continues:
SMILES	DT40 TDP1 no CPT	TDP1 cell CPT	KAT2A inh
COc1cccc(/C=C/c2[nH]c(=O)[nH]c(=O)c2[N+](=O)[O-])c1O	14%	4%	-1%
O=C(COC(=O)c1ccccc1)NC(=O)NC1CCCC1	10%	21%	-3%
COc1ccc(/C=C\c2onc(C)c2S(=O)(=O)N2CCC(C(=O)Nc3ccc(F)cc3F)CC2)cc1	-15%	-9%	0%
O=C(Nc1c(C(=O)N2CCCCC2)cnn1-c1ccccc1)c1ccccc1	-7%	-26%	2%
COC(=O)CNc1nc(Cl)nc(NC2CCCCC2)n1	6%	3%	1%
CC(C)n1nnnc1C1c2ccccc2C(=O)N1CCc1c[nH]c2ccccc12 (stereo not given)	u	u	x
CCCN1Cc2cccc(C(=O)NCCc3cccc(C)c3)c2C1=O	u	u	20%
CC1(C)CC(=O)C(C=NCc2ccccn2)=C(O)C1	-2%	-1%	-4%
NNC(=O)c1nnsc1-c1csnn1	-4%	-23%	x
COc1ccccc1NC(=O)C1CCCN(C(=O)NCc2ccccc2)C1 (stereo not given)	8%	15%	-2%
CCC1C(=O)Nc2ccccc2N1C(=O)c1ccc(Cl)nc1 (stereo not given)	4%	7%	-5%
c1ccc(Cc2nc(-c3ccccn3)no2)cc1	0%	0%	-3%
Cc1cc(S(=O)(=O)NCC(C)C)ccc1OCC(=O)NCc1ccco1	-25%	-14%	3%
CSc1nc(Nc2ccc(C)cc2C)cc(-c2ccccc2)n1	16µM*	16µM*	-11%

Structural class: those above with an aryl methoxy group
SMILES	DT40 TDP1 no CPT	TDP1 cell CPT	KAT2A inh
CCn1c(SCc2nc3ccccc3[nH]2)nnc1-c1ccc(OC)cc1	-30%	-6%	-11%
COc1ccc(NC(=O)CCCn2nc(C)c3c(C)n(-c4ccccc4)nc3c2=O)cc1OC	27%	-1%	2%
CCN(CC(=O)NCc1ccc(Cl)cc1)C(=O)c1ccc2cc(OC)ccc2c1	13µM*	u	-2%
COc1ccccc1NC(=O)C(=O)c1cc(C)n(-c2ccccc2F)c1C	u	u	-5%
COc1ccc2ccn(C)c2c1	4%	3%	-6%
COc1cccc(CNc2nc(NCc3ccccc3OC)nc3ccsc23)c1	9.2µM*	9.2µM*	x
COc1cccc(-c2sc3cc(OC)c(OC)cc3c2-c2ccc(OCCN3CCCCC3)cc2)c1	13µM*	18µM*	-7%
COc1ccccc1NC(=O)COc1ccc(Br)cc1CNCCCN1CCOCC1	u	u	-12%
COc1ccc(-n2c(C)cc(C(=O)COC(=O)Cn3cnc4ccccc43)c2C)cc1	18µM*	16µM*	-4%
COc1ccccc1NC(=O)CSc1nc2nccnc2c(=O)n1CCc1c[nH]c2ccccc12	15µM*	18µM*	1%
CCOC(=O)Cn1c(-c2ccc(OC)cc2)c(-c2ccc(OC)cc2)nnc1=O	5%	4%	-6%
COc1cccc(-n2c(-c3ccc(C)cc3)cc3c2CC(C)(C)CC3=O)c1	u	u	-12%
COc1ccc(NC(=O)c2nc(C)c(C3(C)CC(c4ccccc4)=NO3)s2)cc1 (stereo not given)	5.8µM*	1µM*	-2%
COc1cccc(NC(=O)c2cnn(-c3ccccc3)c2C)c1	-13%	-22%	-11%
COc1cccc(/C=C/c2[nH]c(=O)[nH]c(=O)c2[N+](=O)[O-])c1O	14%	4%	-1%
COc1ccc(/C=C\c2onc(C)c2S(=O)(=O)N2CCC(C(=O)Nc3ccc(F)cc3F)CC2)cc1	-15%	-9%	0%
COc1ccccc1NC(=O)C1CCCN(C(=O)NCc2ccccc2)C1 (stereo not given)	8%	15%	-2%
